N370S GC – qHTS Assay for Inhibitors and Activators of N370S glucocerebrosidase as a Potential Chaperone Treatment of Gaucher Disease; AID 2101, 2009; 330,000 compounds, 0.092% hits; Potency, µM (series often up to 59.4 µM), inactives show top-dose activity change, negative = inhibition, actives largely listed as inhibitors; N370S GC spleen homogenate, 4MU-glucoside fluorescence;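 further: 0% = full enzyme activity and -100% = no enzyme basal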
KAT2A inh – qHTS Assay for Inhibitors of GCN5L2; Histone acetyltransferase KAT2A (Homo sapiens), Q92830; GCN5L2 HAT assay, ThioGlo1 CoA-SH fluorescence; Potency, µM (series often up to 58.9 µM), inactives show at the highest dose activity change, negative = inhibition, usual class: inhibitors; 390,000 compounds, 0.21% hits; AID 504327, 2011
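GCN5L2 (20nM final) in 50mM HEPES, 0.1mM EDTA pH 7.5, 0.01% Tween-20 was preincubated 15 min at room temperature with compound, then given ThioGlo1 (50uM), H3(1-25) peptide (75uM) and acetyl-CoA (70uM); CoA-thiol fluorescence (Ex340/Em540) was read at 0 and 20 min.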
FEN1 inhibitor – qHTS Assay for the Inhibitors of Human Flap endonuclease 1 (FEN1); Recombinant FEN1 flap cleavage, fluorescence, 15 min; Potency, µM (top dose mostly 114 µM), without a hit: at the top dose activity change, negative = inhibition, hits mostly inhibitors; 390,000 compounds, 0.35% hits; further: nearly all actives have a fitted effect of over 65% in size
Target sequence (P39748 whole entry, looked up): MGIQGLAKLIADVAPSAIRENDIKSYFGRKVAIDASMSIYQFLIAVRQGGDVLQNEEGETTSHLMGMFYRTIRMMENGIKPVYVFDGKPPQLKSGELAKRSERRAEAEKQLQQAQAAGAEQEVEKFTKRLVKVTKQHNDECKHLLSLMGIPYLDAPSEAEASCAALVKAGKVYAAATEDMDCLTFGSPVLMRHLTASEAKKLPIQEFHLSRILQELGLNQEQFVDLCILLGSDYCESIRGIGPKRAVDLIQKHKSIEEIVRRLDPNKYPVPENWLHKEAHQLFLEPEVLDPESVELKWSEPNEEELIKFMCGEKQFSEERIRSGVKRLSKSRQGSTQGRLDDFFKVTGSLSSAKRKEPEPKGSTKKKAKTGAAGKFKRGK
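Concentration–response screening of FEN1 (10 nM): 15 min compound preincubation at room temperature, reaction started with 50 nM substrate and read at 0 and 15 min. Corrected, normalized data were fitted by a four-parameter Hill equation.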
Numbers without * were called inactive; ? = inconclusive; · = not tested or not shown; & = joins results of further samples. The call rests on the fitted dose curve; in most records, active means well fitted curve in the direction sought with a large enough effect; inconclusive means small, poorly fitted or top-dose-only effect, or another doubt; inactive means no such curve, though single readings can be large; an effect the other way counts as inactive or inconclusive. Unless noted, on the % scale 0 is the no-effect control and ±100 the full control effect; potency means the concentration at half of the fitted maximal effect. Some of the compounds tested; rates above refer to the full screens.

SMILES	N370S GC	KAT2A inh	FEN1 inhibitor
CCOc1ccc(NC(=O)C2CCCN2C(=O)NC2CCCCC2)cc1 (stereo not given)	-3%	-1%	4%
CCOc1ccc(CN2C(=O)c3ccccc3Sc3ccc(C(=O)O)cc32)cc1	·	4%	16%
CCOC(=O)c1ccccc1NC(=O)COC(=O)CCC(=O)N1CCOCC1	-1%	-1%	1%
Cc1ccc(N(C)S(=O)(=O)c2cccc(C(=O)N(C)Cc3cnn(-c4ccccc4)c3)c2)cc1	-1%	-5%	-20%
COc1ccc(CN2CC(=O)N(c3ccc(Cl)cc3)C2=S)cc1OC	-26%	-8%	-21%
Cc1cc(SCC(=O)N/N=C/c2ccccc2C(=O)O)c(C)cc1Br	3%	1%	0%
CCN1CCN(C(CNS(=O)(=O)c2ccc(Br)cc2)c2cccnc2)CC1 (stereo not given)	-12%	-21%	6%
OCCC1CN(Cc2ccccc2-c2ccco2)CCN1C1CCCC1 (stereo not given)	-10%	-9%	-3%
O=C(Cc1ccccc1)N/N=C/c1ccc(OCC(=O)Nc2ccccc2)cc1	2%	-9%	7%
COCCNc1ccnc(-c2ccccc2C(F)(F)F)n1	?	-6%	·
Cc1c(NC(=O)c2ccc(C(=O)Nc3c(C)n(C)n(-c4ccccc4)c3=O)cc2)c(=O)n(-c2ccccc2)n1C	-8%	-7%	14%
Cc1ccc(C(=O)Nc2ccc(C(=O)N/N=C/c3cccnc3)cc2)cc1	-7%	-20%	-5%
Cc1ccc(C2c3c(-c4cc(C)ccc4O)n[nH]c3C(=O)N2Cc2ccco2)cc1 (stereo not given)	·	-24%	-3%
O=C(NNC(=O)c1ccccc1Cl)c1ccc2c(c1)OCCO2	·	-7%	0%
O=C(Cn1cc([N+](=O)[O-])cn1)N1CCN(Cc2ccc3c(c2)OCO3)CC1	0%	0%	-7%
Cn1c(Cn2cnc([N+](=O)[O-])n2)nnc1SCC(=O)Nc1cccc(Cl)c1	17%	6%	-4%
CC(=O)Nc1cc(C(F)(F)F)ccc1Oc1cccc(Br)c1	19%	-9%	-9%
C=CCSc1nc2c(c(=O)[nH]c(=O)n2C)n1CC	14%	-12%	-4%
Fc1ccc(-c2nn(-c3ccccc3)cc2CNCc2ccccc2)cc1	-18%	-5%	1%
CNS(=O)(=O)c1cccc2nsnc12	-1%	-11%	-1%
Cc1cccc(NC(=O)c2nnn(-c3cccc(C(F)(F)F)c3)c2N)c1	5%	-7%	2%
COc1ccc(CCN(C)c2ccc(C(N)=O)cc2[N+](=O)[O-])cc1OC	0%	-5%	14%
Cn1cc([N+](=O)[O-])c(C(=O)Nc2cc(Oc3ccccc3)cc([N+](=O)[O-])c2)n1	-3%	-6%	-12%
Cc1ccccc1-n1c(-c2ccoc2C)n[nH]c1=S	5%	2%	-9%
COc1cc(-n2c(C)nc3cc(C(=O)N4CCOCC4)ccc32)cc(OC)c1OC	13%	-7%	-11%

Other results.
SMILES	N370S GC	KAT2A inh	FEN1 inhibitor
CN1CCN(CCCNC(=O)Cn2c(-c3cccs3)cc3cc(Cl)ccc32)CC1	·	-1%	-13%
On1c(-c2ccco2)nc2c1CCc1nonc1-2	-1%	-4%	-5%
COc1ccc(-n2nc(C(=O)Nc3ccc4c(c3)OCO4)c3ccccc3c2=O)cc1	-1%	-4%	-9%
O=c1cc(-c2ccc(O)cc2)oc2cc(O)c(C3OC(CO)C(O)C(O)C3O)c(O)c12 (stereo not given)	1%	0%	?
O=C(COC(=O)c1cccc(Br)c1)NCC1CCCO1 (stereo not given)	·	-4%	2%
COc1cccc(C(=O)NCCS(=O)(=O)N2CCOCC2)c1	-1%	9%	1%
COc1ccc(CC(=O)Nc2ccc(OC)nc2)cc1	3%	-2%	5%
CCN1C(=O)[C@H]2[C@H]3CN=C(SCc4ccc(C(=O)OC)cc4)N3[C@@](CC)(C(=O)OC)[C@H]2C1=O	·	0%	-19%
Cc1ccccc1OCc1nc(C#N)c(N2CCCC2)o1	8%	-13%	4%
O=C(Nn1c(C2CCC2)nc2ccccc2c1=O)c1cccs1	19%	-5%	1%
CC(=O)Nc1ccc(N/C(=N\S(=O)(=O)c2ccccc2)c2ccccc2)cc1	-4%	-20%	4%
c1ccc(-c2nnc(SCCC3OCCCO3)o2)cc1	1%	-5%	-6%
CNC(=S)Nc1ccc([N+](=O)[O-])cc1	-8%	-10%	-4%
COc1ccc(CNC(=O)Cc2c(C)c3cc4c(C)coc4cc3oc2=O)cc1OC	·	-5%	-11%
CCN(CC)S(=O)(=O)c1ccc(Cl)c(NC(=O)CSc2nnc(-c3cccs3)o2)c1	27%	0%	-6%
CCCNC(=O)Nc1cc(C)on1	2%	-4%	1%
CCOc1ccccc1NC(=O)c1c(NCc2cccs2)sc2c1CCCCC2	·	-5%	-21%
Cc1cc(-c2ccccc2)nc2cc(C(N)=O)nn12	2%	-5%	-1%
CC(CNC(=S)Nc1cc(F)cc(F)c1)CSc1ccc(Cl)cc1 (stereo not given)	1%	-4%	6%
O=C(C[n+]1cc(Br)cc(Br)c1)c1ccccc1	-5%	-17%	10%&-19%
CS(=O)(=O)N(CC(=O)N1CCCC1)Cc1ccc(Cl)c(Cl)c1	-4%	-1%	-5%
Cc1ccc(N(Cc2ccccc2)C(=O)c2ccc(C)c(S(=O)(=O)N3CCOCC3)c2)cc1	·	-10%	-24%
CCOC(=O)C1=C(COC(=O)c2ccco2)NC(=O)NC1CC (stereo not given)	·	-4%	-2%
COC(=O)c1ccc(N2CCOCC2)c(F)c1	-10%	-2%	1%
O=C(N/N=C/c1c(F)cccc1Cl)C1CC1	-13%	-11%	-1%

Next section.
SMILES	N370S GC	KAT2A inh	FEN1 inhibitor
CCN(CC)C(c1ccc(F)cc1)c1nnnn1CC1CCCO1 (stereo not given)	-1%	2%	-1%
Cc1cn2c(=O)cc(COC(=O)c3ccc(NC(=O)c4ccc(F)cc4)cc3)nc2s1	·	-5%	1%
CCc1nnc(NC(=O)CSc2ccc(-c3ccccc3OC)nn2)s1	-1%	-9%	3%
O=C(Oc1cccc2cccnc12)c1ccc(N2C(=O)C3C4CCC(C4)C3C2=O)cc1 (stereo not given)	7%	-1%	1%
Cc1nnc2sc(-c3ccco3)nn12	0%	-1%	-7%
CC1(C)Cc2nc(-c3ccccc3)n3cnnc3c2CO1	8%	0%	-3%
CN(C)CC(=O)N1c2ccccc2CCc2ccc(NC(=O)c3ccc(N)cc3)cc21	-15%	-8%	-11%
CCOc1ccccc1CNC(=O)C1CCCN(c2nn3c(=O)cc(C)nc3s2)C1 (stereo not given)	5%	-2%	1%
CCOc1ccc(C(=O)Nc2c(C(=O)Nc3ccccc3OC)oc3ccccc23)cc1OCC	·	-6%	12%
O=C(NC1CCCCC1)c1cc(N2C(=O)CCC2=O)ccc1Cl	2%	3%	12%
COc1ccc(C(=O)NNc2ncnc3c2cnn3-c2ccc(C)c(Cl)c2)cc1	·	-2%	-1%
CC(CC(=O)Nc1ccc2c(c1)OCCO2)c1ccccc1 (stereo not given)	4%	0%	0%
CCCCOc1ccccc1P(=O)(O)CP(=O)(c1ccccc1)c1ccccc1	9%	1%	-5%
Cc1nn(C)c(C)c1CN(C)C(=O)c1cnn2c1NC(c1ccccc1)CC2C(F)(F)F (stereo not given)	11%	-1%	-13%
CC(C)C12CN3CC(C(C)C)(CN(C1)C3c1ccc(OCc3ccccc3)cc1)C2=O (stereo not given)	·	-6%	-3%
C/C(=N\Nc1nc2ccccc2[nH]1)c1cccs1	-9%	-1%	-23%
CCN(CC)CCCNC(=O)COc1ccc2oc3c(c2c1)CCCC3	-3%	-1%	-4%
COC(=O)Nc1ccc(NC(C)=O)cc1	1%	-5%	-5%
Cc1noc(C)c1S(=O)(=O)N(C)CC(=O)Nc1ccc(F)cc1	9%	-2%	10%
COc1ccc(NC(=S)Nc2ncccc2C)c(OC)c1	12%	-4%	-7%
CCOC(=O)N1CCN(C(=O)C2CCN(S(=O)(=O)c3cc(Cl)ccc3Cl)CC2)CC1	-4%	-1%	-1%
C#CC(CCN1CCCCC1)(OC)c1ccccc1 (stereo not given)	-1%	-3%	17%
O=C(CN1C(=O)NC2(CCCCC2)C1=O)NCCc1c[nH]c2ccccc12	-24%	-24%	5%
Cc1ccc2[nH]c3c(c2c1)CCCC3NCCO (stereo not given)	-8%	-12%	-5%
CC(NS(=O)(=O)c1ccc(OCC(=O)Nc2cccc([N+](=O)[O-])c2)cc1)c1ccccc1 (stereo not given)	-2%	-2%	-5%

(list continues)
SMILES	N370S GC	KAT2A inh	FEN1 inhibitor
COC(=O)CSc1nnc(CSc2nc(C)cc(C)n2)o1	-1%	-4%	12%
Cc1noc(C)c1N=Nc1ccc(Br)cc1C(=O)O	2%	-10%	-15%
O=C(Nc1nonc1-c1ccc(Cl)cc1)c1ccco1	6%	-5%	-1%
CN1C(=O)Cc2cc(S(=O)(=O)NCc3cccs3)ccc21	-5%	-2%	-8%
O=C(COC(=O)/C=C/c1ccc(Cl)cc1)NC1CCCCCC1	·	-3%	-3%
O=C(COC(=O)c1ccc(Cl)nc1)Nc1ccc2c(c1)OCO2	-16%	-18%	0%
O=c1[nH]c(C2CCCN(S(=O)(=O)c3ccc(F)cc3)C2)nc2c1nnn2Cc1ccccc1 (stereo not given)	-1%	-7%	6%
CN(C)S(=O)(=O)c1cccc(NC(=O)Cc2ccc(-c3ccccc3)cc2)c1	2%	-1%	-12%
NS(=O)(=O)c1ccc(CCNC2CC(=O)N(Cc3ccccc3)C2=O)cc1 (stereo not given)	6%	-9%	9%
COc1ccccc1C(=O)Nc1ccc(OCC(=O)N2CCCCC2C)cc1 (stereo not given)	·	-5%	-11%
COc1ccc(NC(=O)c2ccc(S(=O)(=O)N(C)C)cc2)cc1	19%	-4%	-12%
Cc1ccc(OCC(=O)Nc2ccc(Cl)c(-c3nc4ncccc4o3)c2)cc1C	·	-4%	5%
CCc1ccc2c(c1)C(c1cccs1)=NNC(c1cccnc1)=N2	2%	-2%	-17%
COc1cc(COc2ccc(-c3nnco3)cc2)ccc1OC(F)F	2%	-2%	2%
Cc1occc1C(=O)NCCc1ccc(Cl)cc1	1%	0%	4%
O=C(N/N=C/c1ccc2c(c1)OCO2)c1ccc2c(c1)OCO2	-8%	1%	13%
COc1ccc2sc(-c3ccc(N(C)C)cc3)c(-c3cnc(OC)nc3)c2c1	·	-19%	4%
CC(C)C[C@@H](C(=O)NC1CC1)N1C(=O)N2CCc3c([nH]c4ccccc34)[C@@]2(C)C1=O	-9%	-1%	-6%
Cc1ccccc1NS(=O)(=O)c1ccc(C(=O)N(C)CC(=O)Nc2ccccc2Br)cc1	·	-2%	-18%
N#Cc1cccc(NC(=O)c2nc(-c3ccccc3)n(-c3ccccc3)n2)c1	-3%	2%	2%
Cc1cccc(-n2nc(C)c(C(=O)Nc3cc(C)ccc3C)c2-n2cccc2)c1	·	2%	-3%
O=C(Cc1csc(Nc2nc(=S)[nH]c3ccccc23)n1)NCCCN1CCN(c2ccccc2F)CC1	-14%	-8%	5%
CCCn1nc2cc(C(=O)NCCCCc3ccccc3)ccc2c1OCC	6%	?	-2%
CC(OC(=O)c1ccc(-n2cnnn2)cc1)C(=O)Nc1ccccc1F (stereo not given)	·	-2%	3%
Nc1c(C(=O)Nc2ccc(OC(F)(F)F)cc2)sc2nc(-c3ccncc3)ccc12	·	-11%	-13%
CN(C(=O)Cn1nc(Cl)ccc1=O)C1CCCN(Cc2ccccc2F)C1 (stereo not given)	1%	-1%	-16%

By substructure: those above with a furan ring, fused or not (eleven)
SMILES	N370S GC	KAT2A inh	FEN1 inhibitor
OCCC1CN(Cc2ccccc2-c2ccco2)CCN1C1CCCC1 (stereo not given)	-10%	-9%	-3%
Cc1ccc(C2c3c(-c4cc(C)ccc4O)n[nH]c3C(=O)N2Cc2ccco2)cc1 (stereo not given)	·	-24%	-3%
Cc1ccccc1-n1c(-c2ccoc2C)n[nH]c1=S	5%	2%	-9%
On1c(-c2ccco2)nc2c1CCc1nonc1-2	-1%	-4%	-5%
COc1ccc(CNC(=O)Cc2c(C)c3cc4c(C)coc4cc3oc2=O)cc1OC	·	-5%	-11%
CCOC(=O)C1=C(COC(=O)c2ccco2)NC(=O)NC1CC (stereo not given)	·	-4%	-2%
Cc1nnc2sc(-c3ccco3)nn12	0%	-1%	-7%
CCOc1ccc(C(=O)Nc2c(C(=O)Nc3ccccc3OC)oc3ccccc23)cc1OCC	·	-6%	12%
CCN(CC)CCCNC(=O)COc1ccc2oc3c(c2c1)CCCC3	-3%	-1%	-4%
O=C(Nc1nonc1-c1ccc(Cl)cc1)c1ccco1	6%	-5%	-1%
Cc1occc1C(=O)NCCc1ccc(Cl)cc1	1%	0%	4%

Source: PubChem
